Compound activity from PubChem.
FLuc inh: Firefly luciferase inhibition profiling of diverse chemical library using quantitative high-throughput screening. purified P. pyralis luciferase, luminescence, biochemical. Potency, µM (highest dose often 115 µM), without a hit: at the highest dose activity change, negative = inhibition, hits mostly inhibitors. 76,000 compounds, 2.5% hits; also: potency is read from the fitted curve at half-maximal effect; nearly all actives have a fitted effect of over 65% in size
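Purified 10nM P. pyralis luciferase with 10uM D-luciferin and 10uM ATP in 50mM Tris acetate pH 7.5, 10mM Mg acetate, 0.01% Tween-20, 0.05% BSA. qHTS titration; luminescence read by CCD imager.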
HEK293 viab: GF-AFC viability counterscreen for inhibitors of alpha-synuclein gene (SNCA) expression. HEK-293-SNCA-luc viability, GF-AFC fluorescence, 24 h. Potency, µM (series often up to 57.1 µM), without a hit: at the highest dose activity change, negative = cytotoxicity, usual class: cytotoxic. 150,000 compounds, 0.12% hits. AID 1671193, 2021;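 also: potency is read from the fitted curve at half-maximal effect; 0% = DMSO-treated cells and -100% = medium-only wells without cells; nearly all actives have a fitted effect of over 30% in size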
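Cytotoxicity counterscreen: after 24 h compound treatment of genome-edited SNCA-luciferase HEK-293 cells, live-cell protease substrate GF-AFC read by fluorescence after 30 min; activity scaled between DMSO (0%) and medium-only (-100%), curves Hill-fitted.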
HEK293 tox: Cytotoxic Profiling in HEK 293 Cell Line of Diverse Libraries Using Quantitative High-Throughput Screening. HEK 293 viability, ATP luminescence (CellTiter-Glo), 48-72 h. Potency, µM (series often up to 115 µM), for inactives: at the highest dose activity change, negative = cytotoxicity, usual class: inhibitors. 94,000 compounds, 6.6% hits. AID 1345083, 2018; also: potency is read from the fitted curve at half-maximal effect; nearly all actives have a fitted effect of over 60% in size
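ATP-coupled CellTiter-Glo luminescence served as viability read-out, recorded 10 min after reagent addition at room temperature. HEK 293 cells, 250 cells/well, had been incubated with pintool-transferred compound for 48 or 72 hr at 37 degree Celsius.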
GPT2 inhibitor: Primary qHTS assay for inhibitors of Glutamate pyruvate transaminase 2 (GPT2); 100,000 compounds, 0.25% hits; Alanine aminotransferase 2 (Homo sapiens), Q8TD30; Potency, µM (series often up to 57.7 µM), inactives show at the top dose activity change, negative = inhibition, usual class: inhibitors; Recombinant GPT2, coupled pyruvate oxidase/HRP Amplex Red fluorescence; AID 1671188, 2021; also: potency is read from the fitted curve at half-maximal effect; nearly all actives have a fitted effect of over 60% in size; many of its hits are not listed in these tables
Target sequence (Q8TD30 whole entry, looked up): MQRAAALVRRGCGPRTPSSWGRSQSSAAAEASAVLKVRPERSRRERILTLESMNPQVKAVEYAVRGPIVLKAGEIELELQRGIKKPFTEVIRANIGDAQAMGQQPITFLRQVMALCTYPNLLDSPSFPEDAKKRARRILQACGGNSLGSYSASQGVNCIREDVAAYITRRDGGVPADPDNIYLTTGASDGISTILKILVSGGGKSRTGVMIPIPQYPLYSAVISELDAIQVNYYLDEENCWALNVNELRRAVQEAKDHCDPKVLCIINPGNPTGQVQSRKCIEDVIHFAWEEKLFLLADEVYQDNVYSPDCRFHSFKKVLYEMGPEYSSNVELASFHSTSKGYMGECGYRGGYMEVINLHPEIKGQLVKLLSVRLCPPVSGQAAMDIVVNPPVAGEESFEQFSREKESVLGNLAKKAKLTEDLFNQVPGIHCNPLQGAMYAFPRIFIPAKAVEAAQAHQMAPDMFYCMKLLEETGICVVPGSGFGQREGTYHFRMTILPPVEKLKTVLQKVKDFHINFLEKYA
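Recombinant GPT2 (10ng/uL) with 250uM a-KG and 2mM L-alanine, 30 min at room temperature, in HEPES pH 7.5 buffer. Pyruvate detected by pyruvate oxidase/HRP/Amplex Red fluorescence after 30 min in the dark; AOA (50uM) as positive control.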
SNCA expr inhib: Primary qHTS assay for inhibitors of alpha-synuclein gene (SNCA) expression | 140,000 compounds, 0.17% hits | Potency, µM (top dose mostly 57.2 µM), without a hit: at the highest dose activity change, negative = inhibition, most hits filed as inhibitors | AID 1671194, 2021 | HEK-293 SNCA-luciferase knock-in, luminescence, 24 h;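 also: potency is read from the fitted curve at half-maximal effect; plate controls were DMSO cells for no effect and cell-free wells for full effect; nearly all actives have a fitted effect of over 45% in size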
IP6K1 inhibitor: Primary qHTS assay for small molecule inhibitors of Inositol hexaphosphate kinase 1 (IP6K1). Inositol hexakisphosphate kinase 1 (Homo sapiens), Q92551. IP6K1 kinase, ADP-Glo luminescence, 2 h; hits give low values. activity change, % (series mostly up to about 58 µM). 140,000 compounds, 0.81% hits. AID 1645851, 2021; in the data active = activity change below about -25%
Target sequence (Q92551 whole entry, looked up): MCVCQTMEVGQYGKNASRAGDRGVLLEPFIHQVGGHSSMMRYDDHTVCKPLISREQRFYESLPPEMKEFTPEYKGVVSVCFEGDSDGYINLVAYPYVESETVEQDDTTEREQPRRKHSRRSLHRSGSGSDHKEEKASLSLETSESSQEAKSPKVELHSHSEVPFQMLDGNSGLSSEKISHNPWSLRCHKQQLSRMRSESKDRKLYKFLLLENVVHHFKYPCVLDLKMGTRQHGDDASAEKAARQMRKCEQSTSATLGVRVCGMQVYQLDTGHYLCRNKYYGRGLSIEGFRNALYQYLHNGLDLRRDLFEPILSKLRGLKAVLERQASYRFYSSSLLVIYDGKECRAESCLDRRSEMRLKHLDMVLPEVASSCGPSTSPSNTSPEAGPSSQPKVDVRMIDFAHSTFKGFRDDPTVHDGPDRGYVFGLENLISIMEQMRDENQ
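ADP-Glo luminescence measures ADP made by human IP6K1 during a 2 h RT reaction with ATP/IP6 (mix at 1.3 mM/130 uM); top library doses 57.5 and 19.1 uM final.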
3T3 cytotox: Cytotoxic Profiling in NIH 3T3 Cell Line of Diverse Libraries Using Quantitative High-Throughput Screening. 94,000 compounds, 4.3% hits. Potency, µM (series often up to 96.7 µM), for inactives: at the highest dose activity change, negative = cytotoxicity, hits mostly inhibitors. NIH 3T3 viability, CellTiter-Glo ATP luminescence, 48-72 h; also: potency is read from the fitted curve at half-maximal effect; nearly all actives have a fitted effect of over 55% in size
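Cytotoxicity was measured by CellTiter-Glo ATP luminescence after 48 or 72 h compound exposure at 37 °C. Mouse NIH 3T3 fibroblasts were seeded at 400 cells/well and dosed by 23 nL pin transfer.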
Numbers without * were called inactive; i = inactive; u = inconclusive; x = not tested or not shown; [ ] = dose if it differs, or a comment. Unless noted, calls follow the shape of the dose curve; as a rule, active = well fitted curve in the direction sought with a large enough effect; inconclusive = small, poorly fitted or top-dose-only effect, or another doubt; inactive = no such curve, though single readings can be large; an effect the other way counts as inactive or inconclusive. Unless noted, % is scaled to controls: 0 for no effect and ±100 for the full control effect. Only part of the results is shown (hit frequency here may not be typical).

SMILES,FLuc inh,HEK293 viab,HEK293 tox,GPT2 inhibitor,SNCA expr inhib,IP6K1 inhibitor,3T3 cytotox
Cc1cnc(CCNC(=O)Cc2cccc(F)c2)n1Cc1ccc(F)cc1,4%,-8%,u,i,-26%,3,u
Fc1ccc(-c2noc(-c3nnn4c3COC(c3ccc(Cl)cc3)C4)n2)cc1F (stereo not drawn),-9%,4%,4%,i,13%,-5,-2%
COc1cncc([C@@H](NC(=O)c2ccc(CO)o2)C2CC(O)C2)c1 (stereo partly drawn),-3%,4%,i,0%,-13%,4,0%
Cc1ccc(CCNC(=O)c2ccc(Cn3ccn4nc5c(c4c3=O)CCCC5)cc2)cc1,-4%,-3%,u,-12%,-19%,-6,u
CCN1CCN(c2nc3c(s2)CN(C(=O)c2ccncc2)CC3)CC1,14%,-5%,u,-13%,15%,-3,1%
N#Cc1cccc(CN(Cc2cccc(C#N)c2)[C@@H]2CO[C@H](CNC(=O)c3ccccc3)[C@H]2O)c1,-3%,-7%,79µM*,i,-28%,-7,u
O=C(C1CCCCC1)N1CCCC2(CC(c3cccc(C(F)(F)F)c3)=NO2)C1 (stereo not drawn),x,2%,u,u,-8%,10,u
COc1ccc(CNC(=O)N2CCn3nnc(CCC(=O)NCc4ccccc4)c3C2)cc1,x,-2%,-13%,i,4%,22,-30%
COc1ccc(C(=O)N2CCC3(CC2)N=C(c2cccc(Br)c2)NO3)cc1F,10%,-4%,u,i,9%,-7,u
Cc1sc2ncn(CC(=O)N3CCN(c4ccc(F)cc4)CC3)c(=O)c2c1S(=O)(=O)N1CCCCC1,x,u,x,x,-22%,11,x
CCOC(=O)N1CCN(C(=O)CN(c2ccc(C)cc2C)S(=O)(=O)c2ccccc2)CC1,x,-6%,x,x,-2%,16,x
COc1cccc(N2CCN(C(=O)C3CCC(CNS(=O)(=O)c4ccc(Br)s4)CC3)CC2)c1 (stereo not drawn),x,3%,x,x,-19%,-3,x
CN1CCC(N[C@@H]2CO[C@H](CNC(=O)C3CCCC3)[C@H]2O)CC1,1%[172 µM],2%[87.6 µM],-12%[172 µM],-7%[88.5 µM],9%[87.6 µM],6,-2%[174 µM]
O=C(CCc1nc2ccccc2s1)N[C@@H]1CCOC[C@H]1OCCO,0%,u,i,i,0%,3,i
CN(C(=O)[C@@H]1C[C@H](c2ccc(F)cc2)N([S+](=O)([O-])C2CC2)C1)c1cccnc1,-4%[172 µM],0%[87.6 µM],-3%[172 µM],-7%[88.5 µM],18%[87.6 µM],18,u

An excerpt of these results, with two lines to a compound:
Each structure is followed by: FLuc inh | HEK293 viab | HEK293 tox | GPT2 inhibitor | SNCA expr inhib | IP6K1 inhibitor | 3T3 cytotox
- CN1CCC(N[C@@H]2CO[C@H](CNC(=O)C3CCCC3)[C@H]2O)CC1
→ 1%[172 µM] | 2%[87.6 µM] | -12%[172 µM] | -7%[88.5 µM] | 9%[87.6 µM] | 6 | -2%[174 µM]
- O=C(CCc1nc2ccccc2s1)N[C@@H]1CCOC[C@H]1OCCO
→ 0% | u | i | i | 0% | 3 | i

Other entries:
SMILES,FLuc inh,HEK293 viab,HEK293 tox,GPT2 inhibitor,SNCA expr inhib,IP6K1 inhibitor,3T3 cytotox
Cn1c(=O)c2c(nc(N3CCOCC3)n2Cc2ccccc2Cl)n(C)c1=O,x,-10%,x,x,-14%,19,x
COc1cc(NC(=O)c2ccc(C)c(Cl)c2)ccc1NC(=O)c1cc2ccccc2o1,x,-4%,x,x,-1%,-13,x
CCC1CN(C(=O)N2CCC(C(=O)NCc3cc(OC)c(OC)c(OC)c3)CC2)c2ccccc2O1 (stereo not drawn),x,9%,x,x,0%,0,x
CNC(=O)[C@@H](c1ccccc1F)N1CCC[C@H]1C(=O)NCc1cccnc1,0%,5%,i,-12%,5%,8,i
Cc1cc2ncc(C(=O)NCc3ccc(C)o3)cn2n1,x,-13%[87.6 µM],3%[172 µM],-4%[88.5 µM],0%[87.6 µM],6,-5%[138 µM]
Cc1oc2ncn(C)c(=O)c2c1C(=O)NCc1ccc(Cl)cc1,x,-4%,x,x,-16%,-11,x
COCCN1Cc2sccc2N(C[C@@H](O)COCc2ccccc2)CCC1=O,x,x,u,x,x,0,u
CC(C)c1ccc(NC(=O)CN2C=NS(=O)(=O)c3ccccc32)cc1,x,-2%,x,x,-17%,7,x
Cc1ccc(OC2CCN(Cc3ccncc3)CC2)c(C(=O)N(C)C2CCOCC2)c1,1%,-4%,5%,-11%,-1%,7,i
Cc1ccc(NC(=O)N2CCCC(c3nccn3Cc3ccncc3)C2)cc1C (stereo not drawn),2%,-20%,3%,u,22%,15,i
CC1(C)[C@H]2CC[C@@H](CNC(=O)c3ccccn3)[C@@H]1C2,-12%[172 µM],9%[87.6 µM],u,i,-14%[87.6 µM],4,u
COc1cc(OC)c(NC(=O)C2=C(C)C(=O)OC23CCCCC3)cc1Cl,x,12%,x,x,u,23,x
O=Cc1ccc(-c2ccc(C(=O)O)cn2)cc1,x,2%[87.6 µM],3%[172 µM],4%[88.5 µM],9%[87.6 µM],-27*,u
Cc1ccc(-c2ccc(=O)n(CC(=O)NC(C)c3ccccc3)n2)cc1 (stereo not drawn),x,u,x,x,-2%,5,x
COc1ccccc1N1CCN([C@@H]2[C@H](O)[C@H](CO)O[C@@H]2CNC(=O)Nc2ccccc2)CC1,-1%,-5%,2%,-9%,10%,10,i

The results go on:
SMILES,FLuc inh,HEK293 viab,HEK293 tox,GPT2 inhibitor,SNCA expr inhib,IP6K1 inhibitor,3T3 cytotox
O=C(c1ccc(F)cc1)n1nc(-c2ccccc2)nc1NCc1ccco1,x,3%,x,x,112%[activator],1,x
CC(C)CN(C1CCOCC1)C1CN(Cc2cncs2)C1,3%,-3%,-3%,-12%,8%,-8,-1%
COc1ccc(CNC(=O)CC[C@@H]2CNC(=O)[C@@H]3C[C@H](NCc4cn(C)c5ccccc45)CN23)cc1,3%,0%,-12%,i,-6%,-11,-28%
O=C(NCc1c[nH]c2ncccc12)c1cccc(Cl)c1,-11%[172 µM],12%[87.6 µM],-29%[172 µM],-21%[88.5 µM],-6%[87.6 µM],8,u
Cc1ncoc1C(=O)N1CC(F)(F)C[C@H]1c1nc(C2CC2)no1,-2%,0%,1%,-2%,0%,8,-2%
Cc1nc2ccc(C(=O)N3CC[C@](C)(O)[C@@H](O)C3)cc2nc1C,-3%,4%,i,-2%[11.5 µM],-9%,-4,4%
CC1(C)CCC[C@]2(C)[C@H]3CC(=O)O[C@]3(C)CC[C@@H]12,x,-9%,x,i,x,-1,x
O=C(c1ccc2c(c1)N(Cc1ccccc1F)C(=O)c1ccccc1S2=O)N1CCC(Cc2ccccc2)CC1 (stereo not drawn),x,u,x,x,u,15,x
O=C(NCc1ccccc1Br)c1ccc2nc(N3CCCCC3)sc2c1,x,-7%,x,x,89%[activator],-6,x
COCCCn1c(=O)c2sccc2n2c(CCCC(=O)NCc3cccc(OC)c3)nnc12,x,-19%,x,x,36%[activator],34,x
COc1ccc(-c2cn3c(n2)sc2cc(C(=O)Nc4ccc(C)cc4C)ccc23)cc1,x,8%,x,x,82%[activator],-11,x
COc1ccccc1N1CCN(C(=O)CSc2nc3ccccc3nc2Cc2ccccc2)CC1,x,-5%,x,x,u,-10,x
COc1ccc(-n2nc3c(N4CCC(C(=O)NCc5ccccc5C)CC4)nnc(C)c3c2C)cc1,x,u,x,x,u,-3,x
CC1=NS(=O)(=O)N(C)C=C1C(=O)OCc1noc(-c2ccccc2F)n1,-27%,-5%,-32%,4%,23%,0,u
COCCOc1ccc(C(=O)N[C@@H]2CN(C(=O)Nc3ccccc3)CCC[C@H]2O)cc1,-9%[172 µM],-5%[87.6 µM],-2%[172 µM],-13%[88.5 µM],-5%[87.6 µM],5,-2%[138 µM]

Profiles, looked up by structure. Screens in order: FLuc inh, HEK293 viab, HEK293 tox, GPT2 inhibitor, SNCA expr inhib, IP6K1 inhibitor, 3T3 cytotox
COc1ccccc1N1CCN(C(=O)CSc2nc3ccccc3nc2Cc2ccccc2)CC1 is listed as x, -5%, x, x, u, -10, x
COCCOc1ccc(C(=O)N[C@@H]2CN(C(=O)Nc3ccccc3)CCC[C@H]2O)cc1 is listed as -9%[172 µM], -5%[87.6 µM], -2%[172 µM], -13%[88.5 µM], -5%[87.6 µM], 5, -2%[138 µM]
COCCCn1c(=O)c2sccc2n2c(CCCC(=O)NCc3cccc(OC)c3)nnc12 is listed as x, -19%, x, x, 36%[activator], 34, x

More results
SMILES,FLuc inh,HEK293 viab,HEK293 tox,GPT2 inhibitor,SNCA expr inhib,IP6K1 inhibitor,3T3 cytotox
O=c1c(N2CCN(c3ccc(F)cc3)CC2)csc2ccc(F)cc12,x,1%,x,x,-5%,-15,x
Cc1ccccc1S(=O)(=O)N1CCN(C(=O)N2CC3CC(C2)[C@H]2CCCC(=O)N2C3)CC1 (stereo partly drawn),6%,7%,5%,i,-16%,0,i
Cc1noc(C)c1S(=O)(=O)N1CCC(c2noc(-c3cccnc3)n2)C1 (stereo not drawn),-4%,-1%,11%,-1%,-20%,7,-14%
COc1ccc(CC(=O)Nc2ccc(=O)n3c2[C@@H]2C[C@@H](CN(S(=O)(=O)c4ccccc4)C2)C3)cc1,0%,4%,0%,i,4%,2,i
Cc1cc(Cl)ccc1NC(=O)N1C[C@@H](F)C[C@H]1C(=O)N1CCc2ccccc2C1,-4%,-17%,-3%,3%,4%,-1,-28%
CC1=NOC2(CCN([S+](=O)([O-])c3ccccc3)C2)C1 (stereo not drawn),0%[172 µM],-9%[87.6 µM],-4%[172 µM],-11%[88.5 µM],-37%[87.6 µM],3,-7%[138 µM]
O=C(NCCc1csc(-c2ccc(C(F)(F)F)cc2)n1)c1ccccc1Cl,x,14%,x,x,1%,-10,x
C=C(C)[C@@H]1CC[C@]2(C)CC[C@]3(C)[C@H](CC[C@@H]4[C@@]5(C)CC[C@H](O)C(C)(C)[C@H]5CC[C@]43C)[C@@H]12,x,2%,x,-5%,11%,x,x
N#Cc1cccnc1-c1ccc(C(=O)N2CCC(NC(=O)c3ccccn3)CC2)cc1,x,-3%[12.5 µM],u,i,-17%,8,-22%
